Screens (PubChem BioAssay)
IDE act = IDE (human) activation, cell-based | 340,000 compounds, 0.073% hits | HEK cells, FAbeta-B cleavage, fluorescence polarization; 0% vehicle, 100% cell-free pure enzyme wells | P14735 | activation, % at 5.96 µM;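 active means activation above the mean of all tested compounds plus 3 SD, set per screening campaign, cut at about 17% in these data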
MEKK2 mut-MEK5 = signal of MEK5 binding to mutant human MEKK2 PB1 domain | 290,000 compounds, 0.35% hits | percent response, % at 10 µM | AID 1530 | bead flow cytometry, Alexa488-MEK5 binding to MEKK2 mutant; in the data active means percent response above about 24%, passing the limit was not always enough; further: inactives centre near 1; some results filed as inactive read as strong as hits; reference of the scale not given here
MEKK3 PB1 HTS = MEKK3-MEK5 PB1 interaction, increase or decrease; Q99759; bead-based flow cytometry, Alexa488-MEK5 binding to MEKK3; actives lie on both sides; 0 = blocked by unlabeled MEK5, 100 = vehicle; binding response (% of control), % at 10 µM; 290,000 compounds, 1.4% hits; AID 1529;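 active means binding response more than 3 SD above or below the average of its plate-row segment, actives on both sides; inconclusive means wells at one plate position flagged as instrument error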;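 further: Alexa488 bead fluorescence after subtracting the streptavidin-only scavenger bead signal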
M18AAP inhibitor = blocks P. falciparum M18 aspartyl aminopeptidase; inhibition, % at 7.35 µM; 290,000 compounds, 1.2% hits; AID 1822; recombinant PfM18AAP, H-Glu-NHMec fluorogenic cleavage;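 active means inhibition above the campaign mean inhibition over all tested compounds plus 3 SD, cut at about 28% in these data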;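 further: 0% = plate median of test compound wells and 100% = 2 mM ZnCl2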
NALP1 yeast inh = inhibitors of NALP1 inflammasome in yeast | S. cerevisiae NALP1/ASC/caspase-1 growth, X-gal OD620, 72 h | inhibition, % at 10 µM | 280,000 compounds, 0.61% hits | AID 2071; in the data active means inhibition mostly above about 24%, no sharp cut-off; inactive means mostly below about 32%; further: some compounds called inactive have numbers as strong as hits
pCIP destab = compounds decreasing mouse p/CIP protein stability; 290,000 compounds, 0.01% hits; AID 1984; decrease of EGFP signal, % at 10 µM; F442A p/CIP-EGFP cells, EGFP fluorescence, 16 h;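 active means EGFP signal decrease of at least 30% at 10 µM or well 3 SD below plate mean, unless failing retest; inactive means the rest, including hits failing retest or dose response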; further: some compounds called inactive have numbers as strong as hits; many of its hits are not listed in these tables
Target sequence (Q05BA5 1-1403): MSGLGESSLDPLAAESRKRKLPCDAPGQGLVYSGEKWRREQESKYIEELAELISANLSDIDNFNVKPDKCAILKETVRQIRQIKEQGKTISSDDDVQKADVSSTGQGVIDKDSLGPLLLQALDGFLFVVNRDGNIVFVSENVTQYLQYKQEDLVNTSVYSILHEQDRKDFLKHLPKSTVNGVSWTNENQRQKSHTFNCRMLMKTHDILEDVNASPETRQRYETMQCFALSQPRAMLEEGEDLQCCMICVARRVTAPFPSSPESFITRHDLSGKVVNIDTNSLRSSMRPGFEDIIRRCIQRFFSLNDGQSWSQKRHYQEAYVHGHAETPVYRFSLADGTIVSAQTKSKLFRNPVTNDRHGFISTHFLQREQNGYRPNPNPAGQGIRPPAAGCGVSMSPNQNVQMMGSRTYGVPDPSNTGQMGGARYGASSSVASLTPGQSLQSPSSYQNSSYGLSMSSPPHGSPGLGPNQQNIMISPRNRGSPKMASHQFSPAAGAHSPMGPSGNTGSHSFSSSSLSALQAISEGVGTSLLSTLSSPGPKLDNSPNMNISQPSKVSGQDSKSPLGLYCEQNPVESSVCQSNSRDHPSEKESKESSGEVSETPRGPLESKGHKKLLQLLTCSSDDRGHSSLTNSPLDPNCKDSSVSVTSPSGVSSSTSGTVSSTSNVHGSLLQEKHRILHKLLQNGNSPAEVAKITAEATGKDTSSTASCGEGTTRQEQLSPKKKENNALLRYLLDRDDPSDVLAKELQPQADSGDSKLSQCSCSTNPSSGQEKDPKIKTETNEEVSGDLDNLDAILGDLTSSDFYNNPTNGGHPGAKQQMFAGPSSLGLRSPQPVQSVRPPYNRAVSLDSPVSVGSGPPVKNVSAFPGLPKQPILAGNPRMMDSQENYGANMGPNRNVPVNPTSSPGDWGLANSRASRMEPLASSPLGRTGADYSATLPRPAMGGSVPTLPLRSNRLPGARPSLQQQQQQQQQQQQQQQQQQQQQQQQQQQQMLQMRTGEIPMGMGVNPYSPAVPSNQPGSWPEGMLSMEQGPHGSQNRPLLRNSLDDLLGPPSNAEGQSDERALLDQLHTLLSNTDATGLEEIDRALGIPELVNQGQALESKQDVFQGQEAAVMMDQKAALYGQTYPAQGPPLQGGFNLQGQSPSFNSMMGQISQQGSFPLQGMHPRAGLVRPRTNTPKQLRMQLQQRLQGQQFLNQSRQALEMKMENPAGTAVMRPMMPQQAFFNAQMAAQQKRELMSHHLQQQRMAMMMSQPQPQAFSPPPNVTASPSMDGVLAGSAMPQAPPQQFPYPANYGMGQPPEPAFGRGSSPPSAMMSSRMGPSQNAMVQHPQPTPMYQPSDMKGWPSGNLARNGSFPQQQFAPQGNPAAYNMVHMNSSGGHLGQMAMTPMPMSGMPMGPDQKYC
SUMO HTRF inh = inhibitors of human SUMOylation (UBC9); AID 2006; HTRF SUMOylation assay, SAE1/SAE2 + UBC9, in vitro; inhibition, % at 35 µM; P63279; 290,000 compounds, 0.36% hits; in the data active means inhibition above about 50%, passing the limit was not always enough; inconclusive means no clear call, values can overlap the other calls; further: strong numbers were not always called active
IDE cell inh = inhibitors of human insulin-degrading enzyme in cells; HEK cells, FAbetaB cleavage, fluorescence polarization; P14735; 320,000 compounds, 0.41% hits; inhibition, % at 5.59 µM;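 active means percent inhibition above the average of all tested compounds plus 3 SD, set per screening campaign, cut at about 16% in these data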;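 further: IDE supplied by intact live HEK cells; FP after avidin binding of uncleaved biotin substrate so inhibition keeps polarization high; 0% = DMSO wells and 100% = 60 µM reference IDE inhibitor Ii1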
MEKK2wt PB1 HTS = raises or lowers MEK5 binding to wildtype human MEKK2 PB1 domain; 290,000 compounds, 1.1% hits; binding response (% of control), % at 10 µM; Q9Y2U5; bead flow cytometry, Alexa488-MEK5 binding to MEKK2 WT; actives lie on both sides; in the data active means binding response below about 67% or above about 130%; inconclusive means no clear call, values can overlap the other calls; inactive means in between
Numbers without * were called inactive; ? = inconclusive; . = not tested or not shown.

entry	SMILES	IDE cell inh	M18AAP inhibitor	SUMO HTRF inh	MEKK3 PB1 HTS	MEKK2wt PB1 HTS	MEKK2 mut-MEK5	IDE act	pCIP destab	NALP1 yeast inh
1	C=C(C)c1cccc(C(C)(C)NC(=O)NC2CCN(Cc3ccccc3)CC2)c1	-1	-7	9	105	118	7	7	-11	11
2	CCOc1ccc(N(C(C)=O)C2C=CS(=O)(=O)C2)cc1 (stereo not given)	0	-3	-1	111	112	4	7	-13	.
3	CC(=O)N(Cc1cc2ccccc2[nH]c1=O)c1ccc(C)cc1	2	-8	5	99	104	2	-2	12	-1
4	CCN(C(=O)CSc1nnc(-c2c[nH]c3ccccc23)o1)C1CCS(=O)(=O)C1 (stereo not given)	-7	-7	11	102	102	3	-3	4	14
5	O=C(Nc1ccccn1)C(=O)N1CCCCC1	1	-5	0	106	96	4	5	7	0
6	CCc1c(C(=O)NCc2cnn(C)c2)csc1C	0	-8	13	99	102	-4	-5	-9	31
7	CC(NC(=O)OC(C)(C)C)C(=O)NC(CCC(=O)OCc1ccccc1)C(N)=O (stereo not given)	0	-10	6	106	111	5	10	6	8
8	Cc1sc(NC(=O)c2ccco2)c(C(c2cccnc2)N2CCC(C)CC2)c1C (stereo not given)	0	2	4	101	94	-2	8	-13	6
9	CCCCNC(=S)N(C)/N=C/c1c(C)[nH]c2ccccc12	-2	0	-16	97	94	-1	5	-2	25
10	CC(NS(=O)(=O)c1ccc(Cl)cc1)C(=O)N1CCOCC1 (stereo not given)	-5	4	6	98	104	5	1	-8	-3
11	CCOC(=O)N1CCC(NC(=O)c2cc(C(=O)NCc3ccc(F)cc3)ccc2CO)CC1	5	6	16	107	113	6	8	-4	10
12	CCn1c(=S)sc2c(=O)n(-c3ccccc3)c(SC)nc21	-1	1	30	107	106	6	-1	-10	-6
13	CCOC(=O)N1CCC(N2C(=O)c3ccccc3C2Nc2ccc(Cl)cn2)CC1 (stereo not given)	-1	-1	4	102	105	4	2	-2	4
14	O=C(Nc1ccc2c(c1)OCO2)C1CC(c2ccccc2O)=NO1 (stereo not given)	0	4	-8	106	101	1	-2	0	4
15	CCC(=O)N1CCc2cc(Br)cc(S(=O)(=O)NCC3CCCN3CC)c21 (stereo not given)	10	1	18	95	105	2	6	-1	15
16	CCOC(=O)C1C(=O)C=C(c2cccs2)CC1c1ccccc1 (stereo not given)	0	56*	-12	93	89	-8	1	-5	16

From entry 4 as far as 15, copied from above:
entry	SMILES	IDE cell inh	M18AAP inhibitor	SUMO HTRF inh	MEKK3 PB1 HTS	MEKK2wt PB1 HTS	MEKK2 mut-MEK5	IDE act	pCIP destab	NALP1 yeast inh
4	CCN(C(=O)CSc1nnc(-c2c[nH]c3ccccc23)o1)C1CCS(=O)(=O)C1 (stereo not given)	-7	-7	11	102	102	3	-3	4	14
5	O=C(Nc1ccccn1)C(=O)N1CCCCC1	1	-5	0	106	96	4	5	7	0
6	CCc1c(C(=O)NCc2cnn(C)c2)csc1C	0	-8	13	99	102	-4	-5	-9	31
7	CC(NC(=O)OC(C)(C)C)C(=O)NC(CCC(=O)OCc1ccccc1)C(N)=O (stereo not given)	0	-10	6	106	111	5	10	6	8
8	Cc1sc(NC(=O)c2ccco2)c(C(c2cccnc2)N2CCC(C)CC2)c1C (stereo not given)	0	2	4	101	94	-2	8	-13	6
9	CCCCNC(=S)N(C)/N=C/c1c(C)[nH]c2ccccc12	-2	0	-16	97	94	-1	5	-2	25
10	CC(NS(=O)(=O)c1ccc(Cl)cc1)C(=O)N1CCOCC1 (stereo not given)	-5	4	6	98	104	5	1	-8	-3
11	CCOC(=O)N1CCC(NC(=O)c2cc(C(=O)NCc3ccc(F)cc3)ccc2CO)CC1	5	6	16	107	113	6	8	-4	10
12	CCn1c(=S)sc2c(=O)n(-c3ccccc3)c(SC)nc21	-1	1	30	107	106	6	-1	-10	-6
13	CCOC(=O)N1CCC(N2C(=O)c3ccccc3C2Nc2ccc(Cl)cn2)CC1 (stereo not given)	-1	-1	4	102	105	4	2	-2	4
14	O=C(Nc1ccc2c(c1)OCO2)C1CC(c2ccccc2O)=NO1 (stereo not given)	0	4	-8	106	101	1	-2	0	4
15	CCC(=O)N1CCc2cc(Br)cc(S(=O)(=O)NCC3CCCN3CC)c21 (stereo not given)	10	1	18	95	105	2	6	-1	15

Going on with the list.
entry	SMILES	IDE cell inh	M18AAP inhibitor	SUMO HTRF inh	MEKK3 PB1 HTS	MEKK2wt PB1 HTS	MEKK2 mut-MEK5	IDE act	pCIP destab	NALP1 yeast inh
17	CCN(CC)c1ccc(C(=S)N2CCN(c3ccccc3)CC2)cc1	-2	-30	10	103	96	5	6	-7	5
18	O=C(NCc1cccs1)C1CCCN(c2nc3ccccc3o2)C1 (stereo not given)	-4	3	5	100	98	3	5	11	19
19	C/C(=N/NC(=O)Cc1cc(=O)[nH][nH]1)c1ccc([N+](=O)[O-])cc1	-3	-11	12	96	99	-2	-4	-24	-1
20	C=CCN1C2CCCC1CC(NC(=S)Nc1ccc(Cl)cc1)C2 (stereo not given)	5	-3	8	94	104	-2	-2	6	5
21	COc1ccc(C)cc1-n1nnnc1SCc1nc2ccccc2c(=O)[nH]1	8	-12	7	99	95	-1	4	-6	5
22	Cc1nnc(SCC(=O)Nc2ccc3c(c2)OCO3)o1	-6	-2	30	102	104	4	-1	-2	16
23	CCOC(=O)C1=C(COC(=O)COc2ccc(C#N)cc2)NC(=O)NC1C (stereo not given)	-3	-11	16	100	105	4	4	-9	11
24	CCOc1c(C(=O)CC)cc2c(C)cc(=O)oc2c1C	-1	-8	5	110	98	-2	3	-8	10
25	CCCNc1nc2ccccc2c(=O)[nH]1	5	-2	13	101	97	-6	5	7	-4
26	CC(C)(C)n1nc2c(c1NC(=O)Cc1ccc(Cl)cc1)CS(=O)(=O)C2	-7	-15	8	104	107	8	4	7	14
27	O=C(CSc1nc(-c2ccccc2)c(-c2ccccc2)o1)NC1CCS(=O)(=O)C1 (stereo not given)	4	-1	3	99	101	2	-6	-5	-5
28	O=C(NCCc1ccc(Cl)cc1)C1CCC(=O)N(C2CCCCCC2)C1 (stereo not given)	3	5	1	105	108	8	-2	-6	14
29	COc1ccc(/C(O)=C2/C(=O)C(=O)N(c3ccccn3)C2c2ccc(C(C)C)cc2)cc1 (stereo not given)	.	4	16	99	102	-1	2	-8	9
30	Cc1cc(OCc2cc(C(=O)N(C)C3CCOCC3)no2)cc(C)c1Cl	-1	-3	8	100	103	1	4	4	25
31	COc1cc(/C=N/NC(=O)Cn2nnc3ccccc32)ccc1O	5	5	-2	99	96	-2	4	14	7
32	Cn1c(=O)c2c(ncn2CCCc2ccccc2)n(C)c1=O	-2	-1	-35	98	96	-1	2	-4	-5
33	CC1=C(C(=O)OCc2ccccc2)C(c2cccc(Br)c2)NC(=O)N1 (stereo not given)	-1	-2	6	97	93	2	2	-9	13
34	O=C(O)CCNc1nc(-c2ccccc2)c2cc(Br)ccc2n1	.	3	16	107	109	6	-1	-5	0
35	CCC(NC(=O)C1(C)CC1(Br)Br)c1ccc(C)cc1 (stereo not given)	-7	-2	19	102	100	5	2	-9	-4
36	C/C(=C\c1ccco1)C1Nc2cccc3cccc(c23)N1	-2	5	?	105	100	2	.	-10	-3
37	Cc1c(OC(C)C(=O)NCc2ccncc2)ccc2c3c(c(=O)oc12)CCC3 (stereo not given)	4	4	14	102	101	4	2	-3	16
38	NNC(=O)CSc1c(-c2ccccc2)c2cc(Cl)ccc2[nH]c1=O	.	-9	20	102	100	1	6	0	16
39	Cc1ccc(/C=N/N2CCN(Cc3ccccc3)CC2)cc1	6	5	-3	102	96	-7	-2	17	8
40	CCC(C)NC(=O)c1ccccc1-c1nc2ccccc2[nH]1 (stereo not given)	-6	7	-8	104	89	-8	-1	6	8
41	Cc1ccc(C2CC(=O)C(C=NCCN3CCN(CC(=O)Nc4cc(C)cc(C)c4)CC3)=C(O)C2)cc1 (stereo not given)	.	-1	1	82	110	3	5	8	8
42	CCCCN(C(=O)c1cc2ccccc2o1)c1c(N)n(CCC)c(=O)[nH]c1=O	2	4	-6	99	91	4	0	-3	16
43	COc1cc2c(C(=O)NCc3ccc4c(c3)OCO4)cn(C)c(=O)c2cc1OC	8	-13	2	105	107	2	-6	-4	-15
44	CCOC(=O)c1cc(-c2ccccc2)sc1NC(=O)COC(=O)c1cccc(S(N)(=O)=O)c1	-2	0	17	101	89	-3	2	-10	14
45	O=c1c2ccccc2sc2ccc(C#CC3(O)CCCCC3)cc12	3	.	.	100	90	-7	-2	.	.
46	NS(=O)(=O)c1ccc(N/N=C/c2ccncc2)cc1	2	-9	12	104	101	-3	1	-13	10
47	CN(c1ccc(C(=O)NCc2ccccn2)cc1)S(C)(=O)=O	1	-9	35	102	101	3	-3	-10	8
48	O=C(NC(=S)Nc1cccc2ncccc12)c1ccccc1	-3	7	-6	84	87	-8	-3	-12	8
49	O=C1Nc2ccccc2S/C1=C/NCc1ccccc1Cl	9	15	-8	107	108	0	-1	1	-9
50	COc1cc2c(cc1NC(=O)CSc1nnc(Cc3cccs3)n1Cc1ccco1)oc1ccccc12	4	-9	0	106	100	8	1	-8	23
51	O=C(Nc1ccc(S(=O)(=O)Nc2ccnn2-c2ccccc2)cc1)C(F)(F)F	2	2	-4	99	109	1	2	4	-9
52	CCc1nnc(NC(=O)CSc2nnc(CNc3ccc(OC)cc3)n2CC)s1	2	-1	21	106	107	6	6	-17	11

This is a subset; rates above refer to the full screens.
